Shiga inhibitor – blocks Shiga toxin action in Vero cells; Vero cells, Shiga toxin protein synthesis inhibition reporter; hit rate 9.2% among 290,000; inhibition, % at 38.7 µM; in the data active means inhibition mostly above about 28%, no sharp cut-off; inactive means mostly below about 43%; further: 0% is about no effect
TbPYK inhibitor – inhibitors of Trypanosoma brucei pyruvate kinase; Q57TT1; TbPYK enzyme, Kinase-Glo Plus ATP luminescence, 45 min; Potency, µM (top dose mostly 76.8 µM), for inactives: at the top dose activity, negative = inhibition, hits mostly inhibitors; hit rate 0.12% among 410,000; AID 624173; further: potency means the concentration at half of the fitted maximal effect; on the % scale 0 is the no-effect control and ±100 the full control effect; nearly all actives have a fitted effect of over 50% in size
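T. brucei PYK with substrate was exposed to pin-transferred compounds across a concentration series, then started with 130 uM ADP (final). After 45 min at room temperature, Kinase-Glo Plus luminescence was read, normalized and curve-fitted.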
Pf growth 48h – P. falciparum growth inhibition at 48 hours (one generation) | Potency, µM (highest dose often 28.7 µM), for inactives: at the highest dose activity change, negative = inhibition, most hits filed as inhibitors | hit rate 5.9% among 310,000 | P. falciparum luciferase growth in erythrocytes, 48 h; further: potency means the concentration at half of the fitted maximal effect; on the % scale 0 is the no-effect control and ±100 the full control effect
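Cell-based growth assay: transgenic P. falciparum expressing firefly luciferase, cultured in red cells within RPMI 1640 containing 0.5% w/v Albumax, 24 mM bicarbonate and gentamycin. A drop in luciferase activity indicates inhibition.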
Pf growth 96h – P. falciparum growth inhibition at 96 hour, primary screen for plastid delayed-death inhibitors | P. falciparum luciferase reporter growth, 96 h | Potency, µM (top dose mostly 28.7 µM), without a hit: at the highest dose activity change, negative = inhibition, hits mostly inhibitors | hit rate 6.9% among 320,000; further: potency means the concentration at half of the fitted maximal effect; on the % scale 0 is the no-effect control and ±100 the full control effect
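Compounds incubated with erythrocytes infected by luciferase-expressing P. falciparum (2% hematocrit, 0.05% parasitemia final) for 96 hours, 37 C in 5% CO2. Growth inhibition scored as decreased luciferase luminescence.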
Cycloheximide cs – affects cycloheximide protein synthesis inhibition readout, counter-screen; cell reporter, cycloheximide protein synthesis inhibition counterscreen; max response, %; hit rate 12% among 300,000; AID 2314; in the data active means max response mostly above about 13%, no sharp cut-off; inactive means mostly below about 14%; further: read at 38.3 µM for the half of the compounds with a filed dose; 0% is about no effect
HCV inhibitor – inhibitors of hepatitis C virus infection. hit rate 3.4% among 340,000. AID 651820. Huh7.5.1 HCVcc-Cre infection, luciferase reporter, 44 h. Potency, µM (top dose mostly 41.8 µM), for inactives: top-dose activity change, negative = inhibition, actives largely listed as inhibitors; further: potency means the concentration at half of the fitted maximal effect; on the % scale 0 is the no-effect control and ±100 the full control effect
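Antiviral activity was scored by luciferase reporter output from cells infected with HCVcc-Cre (~0.5 moi) in presence of compound, 44 h infection period, cells seeded 1,000/well 4 h prior.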
LmPK inhibitor – blocks Leishmania mexicana pyruvate kinase activity; hit rate 0.37% among 290,000; purified LmPK, Kinase-Glo ATP luminescence, 1 h; Potency, µM (titrated, usually from 57.5 µM), without a hit: at the highest dose activity change, negative = inhibition, hits mostly inhibitors; Q27686; further: potency means the concentration at half of the fitted maximal effect; on the % scale 0 is the no-effect control and ±100 the full control effect
Target sequence (Q27686 whole entry, looked up): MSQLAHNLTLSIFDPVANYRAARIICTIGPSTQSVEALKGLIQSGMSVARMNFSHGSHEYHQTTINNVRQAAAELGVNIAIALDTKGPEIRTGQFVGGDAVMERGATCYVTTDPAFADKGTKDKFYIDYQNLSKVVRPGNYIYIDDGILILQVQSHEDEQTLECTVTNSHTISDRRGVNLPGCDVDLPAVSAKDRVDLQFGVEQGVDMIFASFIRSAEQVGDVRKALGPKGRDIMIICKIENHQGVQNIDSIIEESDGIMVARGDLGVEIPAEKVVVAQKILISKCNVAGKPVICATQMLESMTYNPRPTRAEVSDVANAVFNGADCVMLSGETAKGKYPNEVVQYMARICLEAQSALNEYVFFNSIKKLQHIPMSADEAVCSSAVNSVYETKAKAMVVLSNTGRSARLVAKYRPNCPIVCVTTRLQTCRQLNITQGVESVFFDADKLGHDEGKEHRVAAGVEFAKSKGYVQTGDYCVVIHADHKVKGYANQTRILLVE
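Screened at intermediate enzyme activity to detect both inhibitors and activators: LmPK at 0.1 nM, with a 0.5 nM enzyme column as activation reference. PEP 0.5 mM, ADP 0.1 mM; ATP detected by luminescence after 1 h.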
An asterisk follows results filed as active; i = inactive; ? = inconclusive; nt = no result given; [ ] = another dose, or the depositor's remark. Unless noted, the call rests on the fitted dose curve; in most records, active means well fitted curve in the direction sought with a large enough effect; inconclusive means small, poorly fitted or top-dose-only effect, or another doubt; inactive means no such curve, though single readings can be large; an effect the other way counts as inactive or inconclusive.

SMILES | Shiga inhibitor | TbPYK inhibitor | Pf growth 48h | Pf growth 96h | Cycloheximide cs | HCV inhibitor | LmPK inhibitor
O=C(CS(=O)c1cccc(Cl)c1)Nc1ccccc1Cl (stereo unspecified) | -4.9 | -3.7% | 5.4% | 27.5% | -4.1 | 18.3% | -1.5%
Cc1ccc2nc(-c3ccc(NC(=S)NC(=O)C(C)C)cc3)sc2c1 | 83.7* | -22.8% | 134.0%[activator] | nt | 52.5* | -2.3% | -4.3%
CCn1c(=O)c(=O)n(CC)c2cc(S(=O)(=O)Nc3cc(C)ccc3C)ccc21 | -2.1 | 4.7% | -6.2% | ? | -3.9 | 8.1% | 0.7%
COc1ccc(S(=O)(=O)NCCc2csc(-c3cccnc3)n2)cc1 | -2.1 | 6.5% | 7.4% | ? | -5.1 | 9.8% | 3.8%
Cn1nc2c(c1C(=O)O)CCCC2 | -2.3 | 0.0% | 12.6% | 27.6% | -0.7 | 4.2% | 2.6%
O=C(CCCn1cnc([N+](=O)[O-])n1)Nc1cccc2ccccc12 | -3.9 | -11.0% | -0.9% | ? | 2.0 | 13.2% | -6.8%
CSc1ccccc1OCc1cc(C(=O)N(C)Cc2nonc2C)no1 | 188.9* | 3.3% | -12.3% | 1.3% | 59.0* | -17.2% | 1.5%
CCCCn1cc([N+](=O)[O-])nc1C | 15.7 | -18.4% | 36.8%[activator] | -5.0% | 0.5 | 5.5% | -0.9%
O=C(Nc1nnc(-c2ccncc2)s1)Nc1ccccc1F | -7.0 | -5.2% | 15.6% | 191.4%[activator] | 0.3 | 1.0% | -2.1%
Cc1ccc(NC2CCCN(C(=O)CN3C(=O)c4ccccc4C3=O)C2)cc1C (stereo unspecified) | -4.6 | -11.5% | ? | 14.7µM* | -1.4 | 13.8% | 0.0%
COC(c1ccccc1)c1nnc(CCC(=O)NCCC(C)C)o1 (stereo unspecified) | -2.7 | -2.9% | 8.7% | -22.2% | -0.8 | 14.1% | -9.2%
Cn1c(=O)c(/C=C/c2ccccc2)nc2ccccc21 | 73.5* | -4.9% | 106.4%[activator] | -44.2% | 34.2* | 6.4% | -8.0%
Oc1c(C(c2ccccc2)N2CCc3ccccc3C2)sc2ncnn12 (stereo unspecified) | -6.1 | ? | ? | ? | -2.0 | ? | 8.4%
Nc1n[nH]c(=S)n1/N=C1/C(=O)Nc2ccccc21 | -7.7 | ? | 11.4% | 37.9% | 9.5 | -0.2% | -2.2%
COC(=O)c1cc(NC(=O)Cc2cccs2)cc(C(=O)OC)c1 | -13.7 | 0.6% | 47.7%[activator] | 157.3%[activator] | -2.1 | -20.2% | -4.6%
COCCCNC(=O)c1c(NC(=O)c2cccs2)sc2c1CCCC2 | -9.3 | -1.4% | 12.7% | ? | -4.4 | ? | 2.6%
Cc1ccc(-c2ocnc2C(=O)Nc2ccccc2C(=O)N2CCCC2)cc1 | -1.1 | -1.6% | 5.7% | 21.0% | -6.5 | -15.2% | 0.1%
CC(NC(=O)Cc1cccc(C(F)(F)F)c1)c1ccc(F)cc1 (stereo unspecified) | -5.8 | 2.7% | 18.9% | -14.2% | -1.4 | 6.5% | -5.3%
COC(=O)NC1(C(F)(F)F)NC(=O)N(C2CCCCC2)C1=O (stereo unspecified) | -2.1 | 0.1% | 1.6% | nt | 3.6 | 6.4% | -5.6%
COc1ccccc1N1CCN(CC(=O)NC(=O)NCc2ccco2)CC1 | -7.5 | -7.0% | -1.8% | 27.5% | -1.2 | 20.4% | -3.9%
CC(C)CCn1c(SCC(=O)OCn2nnc3ccccc3c2=O)nc2ccccc2c1=O | -7.2 | -4.1% | 10.7% | -2.1% | -3.4 | -2.1% | 1.6%
COc1cccc(-c2nnc(NC(=O)Cc3cccs3)s2)c1 | 32.0 | 3.0% | 15.2% | 37.0%[activator] | 22.1* | -2.5% | 1.2%
CC(C)OP(=O)(OC(C)C)C(Nc1ccc([N+](=O)[O-])cc1)c1cccc([N+](=O)[O-])c1 (stereo unspecified) | -11.7 | -1.1% | ? | -29.3% | -1.1 | 1.7% | -0.8%
CCCCCC(=O)N/N=C(\C)c1ccc(N2CCCCC2)cc1 | 57.7* | 2.6% | -0.4% | ? | 47.7* | -5.7% | -1.7%
O=C(COc1ncnc2ccccc12)Nc1ccc(Cl)c(S(=O)(=O)N2CCOCC2)c1 | 8.6 | 1.7% | ? | ? | 2.8 | ? | 0.6%

Four compounds picked at random from the list so far, as already listed:
SMILES | Shiga inhibitor | TbPYK inhibitor | Pf growth 48h | Pf growth 96h | Cycloheximide cs | HCV inhibitor | LmPK inhibitor
O=C(CCCn1cnc([N+](=O)[O-])n1)Nc1cccc2ccccc12 | -3.9 | -11.0% | -0.9% | ? | 2.0 | 13.2% | -6.8%
Cn1c(=O)c(/C=C/c2ccccc2)nc2ccccc21 | 73.5* | -4.9% | 106.4%[activator] | -44.2% | 34.2* | 6.4% | -8.0%
Cc1ccc2nc(-c3ccc(NC(=S)NC(=O)C(C)C)cc3)sc2c1 | 83.7* | -22.8% | 134.0%[activator] | nt | 52.5* | -2.3% | -4.3%
Cn1nc2c(c1C(=O)O)CCCC2 | -2.3 | 0.0% | 12.6% | 27.6% | -0.7 | 4.2% | 2.6%

New compounds follow:
SMILES | Shiga inhibitor | TbPYK inhibitor | Pf growth 48h | Pf growth 96h | Cycloheximide cs | HCV inhibitor | LmPK inhibitor
COc1cc(C(=O)Nc2nc3ccc(S(=O)(=O)N4CCOCC4)cc3s2)cc(OC)c1OC | -2.8 | -6.9% | ? | -26.6% | 1.2 | ? | 0.1%
Cc1ccc(-n2nnc3c(=O)oc4ccccc4c32)cc1 | -2.7 | 4.1% | 33.3%[activator] | 169.7%[activator] | -2.0 | 8.5% | 0.2%
O=C(c1ccco1)N1CCN(C(=O)c2cc(-c3ccccn3)nc3ccc(Cl)cc23)CC1 | 31.6* | ? | ? | 10.7% | 4.9 | -19.3% | 4.2%
CC1=NN(c2nc(-c3ccccc3)cs2)C(=O)C1N=Nc1ccccc1 (stereo unspecified) | 52.9* | -7.4% | 10.9% | 45.2%[activator] | 43.4* | -13.6% | 2.0%
CCOc1ccc(N2C(=O)Nc3ccc(Br)cc3C2(O)C(=O)NC(C)C)cc1 (stereo unspecified) | -6.8 | -5.6% | -10.1% | -19.9% | -2.8 | 10.5% | -1.6%
COc1ccccc1NC(=S)N=Nc1c(O)[nH]c2ccc(Br)cc12 | 42.4 | -1.5% | 0.928µM* | 1.04µM* | 20.7 | ? | 3.0%
Cc1nnc(-c2ccccc2)nc1N(C)C | 9.3 | 2.1% | 16.8% | 43.0%[activator] | -1.0 | 4.1% | -1.5%
COC(=O)C1=C(C)N(Cc2ccccc2)C(=NCc2ccc(OC)cc2)N[C@H]1c1ccc(Br)cc1 | 2.3 | nt | 22.7% | ? | -1.1 | nt | -6.0%
CC(C)(O)C(=O)NNC(=S)Nc1cccc(C(F)(F)F)c1 | -3.7 | -18.8% | 12.6% | 11.7µM* | 9.7 | 13.2% | 5.7%
Cc1cc(NC(=O)CSc2nnc(-c3ccccc3)n2Cc2ccco2)no1 | 24.0 | 3.6% | ? | ? | 10.2 | -12.6% | -4.6%
CCn1ncc(CNC(=O)C2(C)CC2(Br)Br)c1C (stereo unspecified) | 8.7 | -1.7% | 6.8% | -4.5% | -1.9 | 33.8%[activator] | -2.5%
N#CCCN(C(=O)COC(=O)C1CCN(S(=O)(=O)c2cccs2)CC1)c1ccccc1 | 17.8 | -14.1% | -5.6% | -4.4% | -2.1 | -12.7% | 1.4%
CN(C)c1nc(=Nc2cccc(Cl)c2)ss1 | 77.0* | ? | 1.04µM* | ? | 24.1* | -29.8% | ?
CCOC(=O)N1CCN(C(=O)CNC(=O)Cn2cnc3ccccc3c2=O)CC1 | 15.9 | -2.2% | -4.2% | ? | -5.9 | 13.1% | 11.1%
Cc1cc(C(=O)NCC(=O)OCC(=O)NCCc2ccccc2)ccc1[N+](=O)[O-] | 19.8 | -1.1% | 0.8% | -56.5%[5.75 µM] | -2.6 | 25.5% | 0.0%
CCc1ccccc1NS(=O)(=O)c1cc(C)ccc1OC | 4.1 | -2.0% | -4.6% | -0.5% | 2.1 | ? | 0.8%
COCCSc1nnc(NC(=O)CSCc2ccccc2)s1 | 0.8 | 4.4% | ? | 0.6%[5.75 µM] | 1.0 | 3.0% | -0.2%
O=C(O)CN=C1NC2(CCCCC2)Cc2ccccc21 | -2.5 | 0.8% | -19.8% | ? | 0.3 | 5.7% | 8.1%
CCOc1cccc2cc(C(=O)Nc3nccs3)c(=O)oc12 | 10.5 | -1.9% | 57.6%[activator] | 89.3%[activator] | -1.5 | 2.4% | -0.9%
COc1cc(C(=O)c2ccccc2)c([N+](=O)[O-])cc1OC | 20.4 | -0.3% | 8.4% | 18.0% | -2.2 | ? | 0.4%
C#CCSc1nnc(-c2ccc(C)cc2)o1 | 73.2* | -4.4% | i | 1.17µM* | 39.2* | 5.2% | -2.3%
COc1ccc(OC)c(-c2nc3c(C)n[nH]c(=O)c3[nH]2)c1 | -3.5 | -5.1% | 2.7% | 28.6% | 5.5 | -0.8% | -5.3%
COc1cc(/C=c2\sc3nc(=O)c(-c4ccccc4)nn3c2=O)ccc1OCCC(C)C | 9.4 | -3.2% | 6.0% | -12.6% | -1.7 | 15.9% | 4.1%
COc1ccc(S(=O)(=O)N/N=C(/C)c2ccncc2)cc1 | 11.1 | -4.1% | 7.5% | -14.6% | -3.3 | 12.1% | -6.5%
Cn1c(N)c(C(=O)COC(=O)C2CCCCC2)c(=O)n(C)c1=O | -8.3 | -4.5% | nt | 24.0% | 3.9 | nt | 1.2%
SMILES | Shiga inhibitor | TbPYK inhibitor | Pf growth 48h | Pf growth 96h | Cycloheximide cs | HCV inhibitor | LmPK inhibitor
Cc1ccc(C)n1NC(=O)c1ccccc1[N+](=O)[O-] | -6.0 | -10.9% | 0.7% | -28.4% | -2.4 | 5.5% | -2.9%
COc1ccc(NC(=O)CCNS(=O)(=O)c2ccc(Br)s2)cc1 | -2.2 | 1.2% | 39.8%[activator] | 10.6% | 1.2 | -4.1% | -1.5%
Cc1cccc(C)c1NC(=O)CN(C)C(=O)c1ccc(-n2cncn2)c([N+](=O)[O-])c1 | nt | -3.2% | -3.9% | 0.2% | nt | -3.8% | nt
COC(=O)c1c(NC(=O)CC2SCC(C(=O)OC)NC2=O)sc2c1CCCC2 (stereo unspecified) | -8.7 | 2.7% | nt | -2.6% | -2.8 | ? | 16.5%
Cc1c(C2C(C#N)=C(N)N(c3ccccc3C#N)C3=C2C(=O)CCC3)cnn1C (stereo unspecified) | -13.1 | 1.4% | -13.1% | ? | 6.2 | 0.9% | -0.5%
CCOc1cccc(-c2nnc3sc(C4CCCCC4)nn23)c1 | -7.9 | -9.3% | 9.28µM* | 10.4µM* | -3.1 | -18.3% | -1.0%
CC(C)c1ccc(S(=O)(=O)N2CCN(C(=O)CN3C(=O)NC4(CCCC4)C3=O)CC2)cc1 | 5.8 | -2.8% | -9.0% | ? | -2.5 | nt | -1.3%
Cc1ccc(-c2ccc(=O)n(CC(=O)NCC3COCCO3)n2)cc1 (stereo unspecified) | -0.7 | 1.4% | 33.8%[activator] | 48.7%[activator] | 2.5 | 12.4% | 0.4%
CCC(=O)CC(c1ccc([N+](=O)[O-])cc1)c1c(O)c2ccccc2oc1=O (stereo unspecified) | 14.2 | -5.8% | -1.0% | 0.0% | -3.4 | 9.6% | 0.2%
